CR mimetic SO: caloric restriction mimetics inhibiting age-related superoxide in yeast; 330,000 compounds, 0.18% hits; S. cerevisiae aged cells, superoxide DHE fluorescence; active compounds read low; superoxide response (% of plate mean), % at 10 µM;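 active means superoxide response under a set limit, about three screen SD below normal, cut at about 65% in these data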;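 further: yeast aged for seven days with compound at 30 °C before DHE staining; 100% = average MFI of all compound-treated wells on the plate with controls excluded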
AGP1 TOR yeast: alters AGP1-GFP fluorescence in TOR pathway yeast screen. S. cerevisiae AGP1-GFP multiplex flow cytometry, 3 h; GFP as percent of DMSO wells. GFP response vs DMSO, % at 10 µM. 320,000 compounds, 0.02% hits. AID 2066;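 active means GFP response relative to DMSO above a set limit, near screen average plus 3 SD, cut at about 150% in these data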;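 further: median GFP channel fluorescence of the gated AGP1 strain per well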
CIT2 TOR yeast: yeast TOR pathway CIT2-GFP modulation | S. cerevisiae CIT2-GFP strain, flow cytometry, 3 h; 100 means same as DMSO wells | GFP response vs DMSO, % at 10 µM | 320,000 compounds, 0.065% hits | AID 2029;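 active means GFP response relative to DMSO above a set limit, near the screen mean plus 3 SD, cut at about 150% in these data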;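 further: ratio of well median GFP fluorescence to mean of DMSO wells on the plate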
GLD-1 RNA inh: GLD-1-TGE RNA interaction inhibition (C. elegans). Q17339. purified GLD-1 + fluorescein TGE RNA, fluorescence polarization. inhibition, % at 5.96 µM. 320,000 compounds, 0.44% hits. AID 2280;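 active means percent inhibition above a per-plate cutoff, the plate mean of test compounds plus 3 SD, cut at about 30% in these data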;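 further: 0% = DMSO wells with GLD-1 and probe and 100% = wells lacking GLD-1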
GRK2 inh: blocks RNA aptamer binding to human GRK2; bead flow cytometry, FAM-aptamer displacement from GRK2; inhibition of aptamer binding, % at 10 µM; 330,000 compounds, 0.59% hits;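 active means inhibition of aptamer binding above 40%, roughly 3 SD of noise, on plates passing a quality check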;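 further: median bead fluorescence of bound FAM aptamer so fluorescent compounds give negative values; no value below 0 was filed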
MCL1-BIM inh: disrupts human MCL1 binding to BIM-BH3 peptide. inhibition, % at 10.9 µM. Q07820. GST-MCL1 / FITC-Bim-BH3 fluorescence polarization. 320,000 compounds, 0.68% hits. AID 2057;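 active means inhibition above the mean inhibition of all tested compounds plus 3 SD, set per campaign, cut at about 40% in these data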;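 further: 0% = DMSO wells and 100% = unlabeled Bim-BH3 peptide control; higher means more loss of mP so more displacement of Bim peptide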
VLA-4 inh: inhibition in a human VLA-4 binding assay. P13612. VLA-4 expressing cells, ligand binding flow cytometry. inhibition, % (about 7 µM as worked out from the volumes in the protocol). 330,000 compounds, 0.2% hits. AID 2557; in the data active means inhibition above about 50%
Target sequence (P13612 whole entry, looked up): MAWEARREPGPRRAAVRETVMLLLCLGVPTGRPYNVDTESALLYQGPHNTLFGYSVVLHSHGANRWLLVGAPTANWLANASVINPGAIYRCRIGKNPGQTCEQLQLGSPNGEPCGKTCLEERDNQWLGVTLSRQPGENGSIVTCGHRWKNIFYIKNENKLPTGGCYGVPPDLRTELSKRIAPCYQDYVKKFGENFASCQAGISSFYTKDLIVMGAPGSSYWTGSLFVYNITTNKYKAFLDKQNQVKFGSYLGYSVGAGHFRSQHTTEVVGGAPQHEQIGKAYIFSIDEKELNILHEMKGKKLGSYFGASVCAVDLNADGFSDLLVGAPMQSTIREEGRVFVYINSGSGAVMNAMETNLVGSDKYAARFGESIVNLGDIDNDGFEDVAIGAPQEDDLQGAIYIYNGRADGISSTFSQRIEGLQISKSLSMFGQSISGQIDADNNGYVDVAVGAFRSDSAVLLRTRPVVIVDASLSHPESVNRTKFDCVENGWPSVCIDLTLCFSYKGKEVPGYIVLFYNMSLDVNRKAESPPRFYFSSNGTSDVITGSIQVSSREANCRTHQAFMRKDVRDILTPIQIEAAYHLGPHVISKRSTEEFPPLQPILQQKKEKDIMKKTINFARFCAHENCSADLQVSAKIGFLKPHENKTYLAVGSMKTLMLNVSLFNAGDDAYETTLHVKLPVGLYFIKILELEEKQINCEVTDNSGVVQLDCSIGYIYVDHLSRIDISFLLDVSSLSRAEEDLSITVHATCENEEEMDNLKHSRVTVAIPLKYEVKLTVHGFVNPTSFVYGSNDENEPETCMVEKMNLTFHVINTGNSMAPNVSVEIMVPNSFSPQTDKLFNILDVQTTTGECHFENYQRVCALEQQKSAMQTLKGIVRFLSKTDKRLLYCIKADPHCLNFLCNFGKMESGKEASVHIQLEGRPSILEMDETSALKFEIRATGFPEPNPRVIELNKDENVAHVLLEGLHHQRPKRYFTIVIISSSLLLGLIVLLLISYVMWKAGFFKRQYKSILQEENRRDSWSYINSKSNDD
MEX-5 binding: C. elegans MEX-5 TCR-2 RNA binding activity. 300,000 compounds, 0.38% hits. MEX-5/FITC-TCR2 RNA binding, fluorescence polarization; active compounds read low. Q9XUB2. activity score (negative = inhibition of binding), % at 10 µM;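 active means inhibition past about -25% in most replicates, and total fluorescence under double the plate's negative control median, limit read from the data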;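 further: 0% = DMSO and -100% = 5 µM competing unlabeled TCR2 RNA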
BCLXL inh: Bcl-xL (human) inhibition | Q07817 | GST-Bcl-xL / FITC-Bim BH3 peptide fluorescence polarization | inhibition, % at 10.9 µM | 320,000 compounds, 0.7% hits;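 active means inhibition above the mean of all tested compounds plus 3 SD, cutoff set per campaign, cut at about 30% in these data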;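 further: 0% = DMSO wells and 100% = unlabeled Bim-BH3 peptide competitor; inhibitors lower millipolarization by displacing the labeled peptide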
Active calls of the source: *; . = no result given. Random draw from the library (roughly 2.1% active in at least one column).

The opening two compounds (preview)
SMILES	CR mimetic SO	AGP1 TOR yeast	CIT2 TOR yeast	GLD-1 RNA inh	GRK2 inh	MCL1-BIM inh	VLA-4 inh	MEX-5 binding	BCLXL inh
CC(C)(C)NC(=O)c1ccc(COCC(F)(F)F)o1	85	115	108	-3	37	-2	2	-0.9	5
CC(C)c1ccc(C2=NN(c3ccccc3)C(=O)CC2)cc1	86	89	93	0	0	9	15	-4.3	8

The list itself, from the first entry:
SMILES	CR mimetic SO	AGP1 TOR yeast	CIT2 TOR yeast	GLD-1 RNA inh	GRK2 inh	MCL1-BIM inh	VLA-4 inh	MEX-5 binding	BCLXL inh
CC(C)(C)NC(=O)c1ccc(COCC(F)(F)F)o1	85	115	108	-3	37	-2	2	-0.9	5
CC(C)c1ccc(C2=NN(c3ccccc3)C(=O)CC2)cc1	86	89	93	0	0	9	15	-4.3	8
O=C(Cn1cc(C(F)(F)F)ccc1=O)N/N=C/c1ccccc1	86	121	104	-6	2	7	-3	2.5	7
NNC(=O)CSc1ncc(-c2ccccc2)[nH]1	108	98	93	-5	3	5	-13	0.7	-1
CCOC(=O)C(CCSC)Nc1nc(Cl)nc(Nc2ccc(Cl)cc2)n1 (centres undefined)	110	87	96	-2	1	-2	-26	1.3	4
Cc1cc(C)c2nc(N3CCC(C(=O)NCc4cccnc4)CC3)sc2c1	108	101	103	-3	0	4	2	0.6	3
Cc1cc(N2CCCCC2)nc(SCC(=O)c2ccccc2)n1	96	98	90	12	0	-2	8	0.0	0
Cc1ccc(S(=O)(=O)N(CC(=O)N/N=C/c2ccccc2C(=O)O)c2cc(Cl)cc(Cl)c2)cc1	120	100	106	3	0	5	-9	1.3	3
CN(C)S(=O)(=O)c1cccc(NC(=O)COC(=O)CCC(=O)c2cccs2)c1	102	110	109	-3	0	5	11	-0.4	0
Cc1nonc1OCCNc1ccc([N+](=O)[O-])cc1[N+](=O)[O-]	108	97	88	-3	0	1	16	.	2
Cc1ccc(Cl)cc1N1CCN(S(=O)(=O)c2c(C(=O)N3CCOCC3)c(C)n(C)c2C)CC1	105	95	96	-2	3	6	11	-1.7	0
CCCN1CC(O)=C(C#N)C1=O	122	97	93	-3	2	-2	2	-2.4	-1
COc1cccc(CN(C)CC(=O)Nc2cccc3ccccc23)c1	106	90	88	-7	1	-6	1	-2.0	1
C=CC[C@@H](Cc1ccc(F)cc1)C(=O)OC[C@H]1CCCN1C(=O)[C@@H](CC=C)CC(=O)N(CCO)Cc1ccccc1	91	106	94	3	0	.	0	.	.
Cc1c(-c2cccc(Cl)c2)nc2ccccc2c1C(=O)OCC(=O)Nc1ccc2c(c1)OCO2	119	94	95	1	0	-7	-7	1.7	3
O=C(CN1CCOCC1)NNC(=O)c1ccc([N+](=O)[O-])cc1	119	96	107	6	3	0	8	-0.8	0
Cc1c(Cl)ccc2c(C(=O)O)cc(-c3ccccc3)nc12	98	91	76	-2	14	6	4	3.8	8
O=[N+]([O-])c1cc(C(F)(F)F)ccc1N1CCN(S(=O)(=O)c2ccc3ccccc3c2)CC1	87	29	113	0	6	5	1	0.6	1
Cc1ccc(C)c2sc(NC(=O)c3nc4ccccc4s3)nc12	96	84	87	3	2	4	-2	-1.3	2
CCOC(=O)C1C(=O)CC(C)(O)C(C(=O)OCC)C1c1ccccc1OC (centres undefined)	99	96	104	3	1	6	2	-1.3	2
COC(=O)c1ccc(N2NC(=O)/C(=C/c3cc(OC)c(OC)c(OC)c3)C2=O)cc1	99	109	108	4	0	17	27	-2.0	9
O=S(=O)(Nc1ccc(Cl)cn1)c1ccc2c(c1)OCCO2	101	97	102	10	3	5	-6	1.1	3
COc1ccc2c(Cl)c(C(=O)NCC3CCCO3)sc2c1Cl (centres undefined)	102	102	99	5	1	-8	9	-9.2	4
CCC(C)(C)NC(=O)CN(C(=O)CCC(=O)Nc1nccs1)c1cccc(C)c1C	106	93	95	4	1	6	21	0.3	3
O=C1C(=O)N(CCN2CCOCC2)C(c2ccccn2)/C1=C(/O)c1ccc(Cl)cc1 (centres undefined)	99	100	99	5	0	5	8	-0.4	15

Fetched by structure from the entries so far:
SMILES	CR mimetic SO	AGP1 TOR yeast	CIT2 TOR yeast	GLD-1 RNA inh	GRK2 inh	MCL1-BIM inh	VLA-4 inh	MEX-5 binding	BCLXL inh
Cc1nonc1OCCNc1ccc([N+](=O)[O-])cc1[N+](=O)[O-]	108	97	88	-3	0	1	16	.	2
O=C(CN1CCOCC1)NNC(=O)c1ccc([N+](=O)[O-])cc1	119	96	107	6	3	0	8	-0.8	0

4 compounds from above, reduced to AGP1 TOR yeast, MCL1-BIM inh and CR mimetic SO:
SMILES	AGP1 TOR yeast	MCL1-BIM inh	CR mimetic SO
Cc1cc(N2CCCCC2)nc(SCC(=O)c2ccccc2)n1	98	-2	96
COc1ccc2c(Cl)c(C(=O)NCC3CCCO3)sc2c1Cl (centres undefined)	102	-8	102
Cc1ccc(C)c2sc(NC(=O)c3nc4ccccc4s3)nc12	84	4	96
CC(C)(C)NC(=O)c1ccc(COCC(F)(F)F)o1	115	-2	85

The results go on.
SMILES	CR mimetic SO	AGP1 TOR yeast	CIT2 TOR yeast	GLD-1 RNA inh	GRK2 inh	MCL1-BIM inh	VLA-4 inh	MEX-5 binding	BCLXL inh
COc1ccc(NC2CCCN(C(=O)C3(C)CCCCC3)C2)cc1OC (centres undefined)	101	95	95	0	3	6	15	-0.7	10
Cc1noc(C)c1NC(=O)N(C)C[C@H]1Oc2ccc(NC(=O)NC3CCCCC3)cc2C(=O)N([C@H](C)CO)C[C@@H]1C	84	104	109	4	2	.	2	.	.
CCc1ccc(NC(=O)Nc2cc(C(=O)NCC3CCCO3)ccc2N2CC3CC(C2)c2cccc(=O)n2C3)cc1 (centres undefined)	99	112	105	0	0	1	7	4.3	6
O=C(Nc1cc([N+](=O)[O-])ccc1C(=O)NCCN1CCOCC1)c1ccccc1	112	102	101	2	0	-2	-13	2.0	2
COC(=O)c1ccccc1NC(=O)COC(=O)[C@H](C)NC(N)=O	96	112	106	5	0	-9	7	1.7	-1
NC(=O)CN1C(=O)NC2(CCCc3sccc32)C1=O (centres undefined)	93	99	102	-3	0	-4	7	2.6	-1
Cc1c(C(=O)N2CCN(c3ccccn3)CC2)oc2c1C(=O)CC(C)(C)C2	97	108	97	1	2	-2	13	0.9	2
CCNS(=O)(=O)c1ccc(CCC(=O)Nc2ccc3c(c2)OCO3)cc1	112	109	119	5	0	-5	-1	-0.8	6
Cc1cc(-c2n[nH]c(=S)n2/N=C/c2cccc([N+](=O)[O-])c2)n[nH]1	94	103	105	1	18	-8	-3	-4.4	-22
CN(C)c1ccc(CC(=O)c2nc3ccccc3s2)cc1	96	101	102	-7	5	-126	23	1.3	-70
Cc1onc(-c2c(Cl)cccc2Cl)c1C(=O)N1CCN(c2ccc(F)cc2)CC1	92	103	105	-7	2	0	-6	0.8	0
O=C(NCCN1CCOCC1)c1cc(-c2ccccc2)on1	100	80	80	3	2	1	0	2.0	0
COc1ccc(/C=C/C(=O)Nc2ccccc2)cc1OC	80	92	100	-2	3	0	29	-0.3	5
COc1ccc(-c2nnc(NC(=O)Cc3ccccc3)o2)cc1	79	91	94	-4	0	-2	5	-2.0	-3
CCOC(=O)N1CCN(C(=O)c2ccccc2NC(=O)c2ccc(F)cc2)CC1	112	101	95	-9	0	-1	0	1.4	0
COc1cccc(N(CC(=O)Nc2ccccc2C(=O)N2CCCC2)S(C)(=O)=O)c1	105	101	104	0	2	3	-3	2.7	-2
CCSc1nc(N2CCOCC2)c2c(c1C#N)CCCC2	100	98	76	-4	1	-4	26	-2.2	-4
CCN1CCN(C(=S)NC(C)c2ccccc2)CC1 (centres undefined)	103	105	104	-2	0	8	-18	3.0	9
O=C(Nc1ccc(Oc2ccccc2)cc1)c1ccc(Cn2c(=O)[nH]c3ccsc3c2=O)cc1	89	107	102	0	1	-7	29	4.3	-3
COc1cc2c(=O)n(CCC(=O)NCC3CCCO3)c(=O)n(CC(=O)Nc3ccccc3C)c2cc1OC (centres undefined)	115	96	99	-3	0	0	-2	-0.2	-1
Clc1ccc2scc(CN3CCCCC3)c2c1	98	102	110	0	0	1	-3	-1.3	1
Cc1ccc(C)c(NC(=O)C2CC3c4ccccc4C2c2ccccc23)c1 (centres undefined)	85	109	107	7	2	6	0	-1.8	3
Cc1ccc(/C=C2\Sc3ccccc3C2=O)s1	103	93	91	-18	1	6	-170	-1.9	3
Cc1cc(C)c(C(=O)O)c(CC(C)(C)C(=O)O)c1	104	94	95	2	0	1	2	.	4
COCCn1c(SCC(=O)Nc2ccc(F)cc2)nc2c([nH]c3ccccc32)c1=O	102	106	102	6	1	8	8	0.7	1

(next part)
SMILES	CR mimetic SO	AGP1 TOR yeast	CIT2 TOR yeast	GLD-1 RNA inh	GRK2 inh	MCL1-BIM inh	VLA-4 inh	MEX-5 binding	BCLXL inh
CCOc1c(OC)ccc2c3c(c(=O)oc12)CCCC3	81	90	103	3	4	-3	4	2.4	1
Cc1c(-c2cccc(Cl)c2)nc2ccccc2c1C(=O)NC1CC1	93	94	99	.	0	.	7	.	.
CC(=O)N/N=C(\C)CC(=O)Nc1cccc(C(F)(F)F)c1	82	99	94	-1	3	-11	42	-1.2	-1
CCc1ccc(-c2cc(C(=O)NCc3ccco3)c3ccccc3n2)s1	99	98	105	-22	7	-15	-18	4.1	-5
CCc1ccc(C(=O)NNc2ccc(F)cc2)cc1	95	108	101	-9	0	-6	8	-1.0	7
N#Cc1c(-c2cccc([N+](=O)[O-])c2)nc2n(c1=O)CCS2	197	80	133	-3	0	1	15	2.3	7
COc1cc(S(=O)(=O)N2CCN(C(=O)C3CC3)CC2)ccc1NC(C)=O	99	110	109	4	2	.	-6	.	.
CCS(=O)(=O)c1ncc(Cl)c(C(=O)Nc2ccc(C)cc2)n1	87	98	77	-1	0	12	17	1.4	3
O=C(COC(=O)/C=C/c1ccccc1[N+](=O)[O-])NC1CC1	98	100	100	7	2	1	-10	-2.4	0
C/C=C(\C)CN1CCN(c2ccc(C)cc2)CC1	98	94	99	-5	0	-1	3	1.3	-3
COc1cc(C2CC(=O)C3=C(C2)Nc2ncnn2C3c2cccs2)cc(OC)c1OC (centres undefined)	92	95	94	-2	1	1	-10	0.1	1

4 entries from above, set out differently:
compound: CCOC(=O)N1CCN(C(=O)c2ccccc2NC(=O)c2ccc(F)cc2)CC1
- CR mimetic SO: 112
- AGP1 TOR yeast: 101
- CIT2 TOR yeast: 95
- GLD-1 RNA inh: -9
- GRK2 inh: 0
- MCL1-BIM inh: -1
- VLA-4 inh: 0
- MEX-5 binding: 1.4
- BCLXL inh: 0
compound: COc1cccc(N(CC(=O)Nc2ccccc2C(=O)N2CCCC2)S(C)(=O)=O)c1
- CR mimetic SO: 105
- AGP1 TOR yeast: 101
- CIT2 TOR yeast: 104
- GLD-1 RNA inh: 0
- GRK2 inh: 2
- MCL1-BIM inh: 3
- VLA-4 inh: -3
- MEX-5 binding: 2.7
- BCLXL inh: -2
compound: CCSc1nc(N2CCOCC2)c2c(c1C#N)CCCC2
- CR mimetic SO: 100
- AGP1 TOR yeast: 98
- CIT2 TOR yeast: 76
- GLD-1 RNA inh: -4
- GRK2 inh: 1
- MCL1-BIM inh: -4
- VLA-4 inh: 26
- MEX-5 binding: -2.2
- BCLXL inh: -4
compound: CCN1CCN(C(=S)NC(C)c2ccccc2)CC1 (centres undefined)
- CR mimetic SO: 103
- AGP1 TOR yeast: 105
- CIT2 TOR yeast: 104
- GLD-1 RNA inh: -2
- GRK2 inh: 0
- MCL1-BIM inh: 8
- VLA-4 inh: -18
- MEX-5 binding: 3.0
- BCLXL inh: 9
